Assay outcomes from PubChem BioAssay.
H9c2 protect: modulators protecting cardiomyocytes from myocardial damage. H9c2 cardiomyocytes, H2O2 injury protection, ATPLite, 2 h. protection from H2O2 cell death, % at 20 µM. actives 0.63% (n = 360,000). AID 588492;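 active = compounds giving at least 50% protection of heart cells from peroxide-induced death in the single-dose screen, raw or plate-pattern-corrected value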;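 note: 0% = DMSO wells with peroxide and 100% = DMSO wells without peroxide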
hiPSC survival: enhancers of human iPSC single-cell survival; survival enhancement, % at 20 µM; hiPSC single-cell survival, ATPlite luminescence; 100% = ROCK inhibitor wells, 0% = DMSO; AID 602274; actives 0.044% (n = 360,000); in the data active = survival enhancement above about 18%;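 note: cells exposed to compounds for 16 hours before the ATP read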
CaV13 ICDI inh: Primary screen for inhibitors of IQ motif and Ca2+-dependent inactivation inhibitor domain binding in CACNA1D, Förster resonance energy transfer in living cells, …. HEK cells, CFP/YFP FRET ICDI-IQ, plate reader, 10 min; percent FRET-ratio fall versus neutral wells. inhibition, % at 12.3 µM. actives 0.098% (n = 340,000). AID 743397;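 active = mean replicate inhibition of at least 30% and at least 1% of replicates passing that level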;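 note: 0% = median of the neutral control wells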
Vif imaging: HIV Vif inhibition. inhibition, % at 7.49 µM. AID 602346. actives 0.35% (n = 340,000). HEK293T cells, Vif self-association by quenched fluorescence, imaging, 24 h; in the data active = inhibition above about 50%, passing the limit was not always enough; note: some results filed as inactive read as strong as hits
PDI inh: PDI (human) enzyme inhibition; inhibition, % at 10 µM; AID 588391; P07237; actives 0.052% (n = 350,000); PDI insulin aggregation turbidity, A650, 90 min;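 active = mean inhibition across replicates of 30% or more, whatever share of single replicates reach that level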;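 note: absorbance from insulin aggregation driven by PDI reduction with DTT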
Target sequence (P07237 whole entry, looked up): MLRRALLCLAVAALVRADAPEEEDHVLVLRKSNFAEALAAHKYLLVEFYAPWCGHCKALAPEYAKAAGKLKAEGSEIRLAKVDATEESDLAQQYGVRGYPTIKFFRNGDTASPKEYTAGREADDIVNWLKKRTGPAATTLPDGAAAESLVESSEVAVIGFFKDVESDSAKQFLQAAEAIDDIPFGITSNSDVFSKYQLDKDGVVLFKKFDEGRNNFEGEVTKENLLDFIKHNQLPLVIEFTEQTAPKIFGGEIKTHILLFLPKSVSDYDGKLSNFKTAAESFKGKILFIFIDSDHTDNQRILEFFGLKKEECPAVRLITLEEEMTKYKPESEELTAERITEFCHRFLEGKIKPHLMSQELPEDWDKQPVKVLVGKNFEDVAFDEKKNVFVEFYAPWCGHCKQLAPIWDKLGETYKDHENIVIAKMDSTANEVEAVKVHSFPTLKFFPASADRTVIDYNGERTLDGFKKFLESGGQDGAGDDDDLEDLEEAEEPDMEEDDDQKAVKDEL
m5-HT2A agonist: mouse HTR2A agonism via beta-arrestin recruitment; actives 0.66% (n = 360,000); CHO-K1 mHTR2A beta-arrestin complementation, luminescence; percent of 30 µM serotonin response; AID 624169; P35363; activation, % at 7.6 µM;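 active = activation above a run cutoff, the mean activation of all tested compounds plus 3 SD, cut at about 14% in these data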;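 note: 0% = plate median of compound wells and 100% = 30 µM serotonin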
Target sequence (P35363 whole entry, looked up): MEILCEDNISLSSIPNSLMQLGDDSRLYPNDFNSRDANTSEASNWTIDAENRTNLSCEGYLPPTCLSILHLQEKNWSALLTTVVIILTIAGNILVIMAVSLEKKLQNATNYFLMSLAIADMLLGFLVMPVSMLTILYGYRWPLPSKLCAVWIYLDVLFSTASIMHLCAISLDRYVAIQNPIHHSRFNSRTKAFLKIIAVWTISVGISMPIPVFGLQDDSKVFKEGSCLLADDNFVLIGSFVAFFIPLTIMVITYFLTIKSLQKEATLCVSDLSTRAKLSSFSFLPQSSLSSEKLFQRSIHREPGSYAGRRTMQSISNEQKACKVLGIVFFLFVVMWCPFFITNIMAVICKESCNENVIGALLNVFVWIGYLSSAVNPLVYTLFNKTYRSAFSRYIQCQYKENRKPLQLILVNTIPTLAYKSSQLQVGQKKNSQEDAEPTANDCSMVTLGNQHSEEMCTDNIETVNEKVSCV
Granule exo inh: blocks lytic granule exocytosis | actives 0.66% (n = 360,000) | inhibition, % at 10 µM | TALL-104 LAMP-1 surface exposure, flow cytometry; cells stimulated with thapsigargin and PMA;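 active = inhibition above about 55%, limit read from the data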
N-glyco inh: N-linked glycosylation inhibition; actives 0.23% (n = 360,000); reporter increase, % at 12.5 µM; AID 588692; D54 ERlucT glycosylation luciferase reporter, 24 h; percent of 100 nM tunicamycin response;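 active = mean luciferase reporter signal, scaled so untreated is 0 and the glycosylation-blocking control 100, at or above a set limit in every replicate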;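 note: luciferase carries N-glycosylation sites so blocking glycosylation raises the light; 0% = median of neutral control wells and 100% = median of 100 nM tunicamycin wells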
aDG glyco act: alpha-DG glycosylation activation; Pro5-aDG cells, alpha-DG glycosylation AlphaScreen (IIH6); 0% Pro5, 100% B10-LARGE cell signal; activation, % at 10 µM; actives 0.22% (n = 360,000); AID 624168;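 active = activation of at least 8% versus controls, or a plate z-score of at least 8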;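 note: Pro5 are CHO cells carrying HIG-tagged alpha-DG that lacks glycosylation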
ABCB6 inh MLPCN: human ABCB6 transporter inhibition; Q9NP58; actives 0.19% (n = 360,000); fluorescence ratio to DMSO, % at 10 µM; AID 602162; K562-ABCB6 porphyrin accumulation, flow cytometry, 1 h; hits give low values;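 active = fluorescence ratio to DMSO below 75%, the collection mean minus 3 SD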;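 note: signal is porphyrin accumulated inside mitochondria; 100% equals median channel fluorescence of DMSO control wells; lower ratio means ABCB6 inhibition with less porphyrin fluorescence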
* = called active by the depositor; x = no result given.

SMILES	H9c2 protect	hiPSC survival	CaV13 ICDI inh	Vif imaging	PDI inh	m5-HT2A agonist	Granule exo inh	N-glyco inh	aDG glyco act	ABCB6 inh MLPCN
COc1ccc(Nc2nc(NCC3CCCO3)nc(N)c2[N+](=O)[O-])cc1 (centres undefined)	-1	-0.2	-20	10	3	1	0	0	-0.1	100
Cc1onc(-c2ccccc2)c1C(=O)n1nnc2ccccc21	-2	2.9	-5	6	-1	3	0	1	-0.2	99
Cc1ccc(-n2[nH]c(C)c(C=Nc3ccc(S(=O)(=O)Nc4nccs4)cc3)c2=O)cc1C	-21	-1.0	-5	-6	0	0	-1	1	-0.1	108
O=C(NC(=S)NCc1ccc(F)cc1)c1ccccc1	-7	1.2	-8	-1	-23	7	-4	-1	0.0	97
CCCCn1c(-c2cccnc2)n[nH]c1=S	7	-0.1	-3	6	-3	2	5	4	-0.1	94
Cn1nnc(NC(=S)NC(=O)c2cccc3c(Br)cccc23)n1	-7	-0.2	-15	0	-5	-5	0	1	0.6	103
C[C@H]1[C@H](c2ccccc2)C[C@@H](C(=O)O)C1(C)C	4	-0.3	-4	3	-4	5	-5	1	0.1	96
O=C(CN1CCN(C(C(=O)Nc2ccc(Cl)cc2C(F)(F)F)c2ccccc2)CC1)NC1CC1 (centres undefined)	-1	-0.5	-6	1	5	0	11	0	0.2	95
Cc1nn(Cc2c(Cl)cccc2Cl)c(Cl)c1/C=N/NC(=O)c1cccnc1	-1	1.7	-5	9	-6	-4	-2	-3	0.1	96
Cc1onc(C(=O)Nc2ccc3c(c2)OCO3)c1[N+](=O)[O-]	0	0.3	x	2	-6	-6	-10	2	-0.3	102
COc1cc(OC)cc(C(=O)Nc2ccc(-n3cnnn3)c(C)c2)c1	5	-1.1	-10	-1	-2	-6	-2	1	0.0	98
COc1ccc(N(CC(=O)Nc2ccccc2OC)S(=O)(=O)c2ccccc2)cc1Cl	5	-0.3	6	-5	-4	-10	2	-3	0.3	100
O=C(CCC(=O)c1cccs1)OCC(=O)c1ccccc1F	5	0.5	-6	9	-1	-3	4	3	0.1	100
Cc1cccc(NC(=O)COc2ccccc2C)n1	-5	1.8	-6	x	-12	-2	5	1	0.0	99
CNS(=O)(=O)c1ccc(C)cc1	-5	-1.9	-8	-9	-3	1	0	-1	0.1	96
COc1ccc2c(C)c(CC(=O)N3CCN(C(=O)C4COc5ccccc5O4)CC3)c(=O)oc2c1 (centres undefined)	32	-0.6	-7	-1	2	-4	29	-1	0.0	97
CCOC(=O)c1ccc(N=C2SC(C(=O)NC)CC(=O)N2CCc2ccccc2)cc1 (centres undefined)	-4	-0.1	0	4	0	8	10	3	0.2	98
Cc1cc(N2CCN(C)CC2)nc2ccc(NC(=S)NCCN3CCc4ccccc4C3)cc12	0	-0.8	-16	0	-3	-9	10	-8	0.5	95
CCc1ccccc1NC(=S)NCc1ccc2c(c1)OCO2	1	-2.2	-8	11	-2	1	-1	-2	0.1	94
CCOC(=O)NN1C(=O)c2ccccc2NC1c1ccccc1O (centres undefined)	1	3.1	-5	-8	-3	-4	-8	4	-0.3	106
O=C(Nc1ccccc1)N1CCSc2cc(Cl)ccc21	-4	-1.9	-6	-2	1	-3	0	0	1.1	97
O=C(NCc1ccc(F)cc1)c1cc(S(=O)(=O)N2CCOCC2)ccc1F	2	0.2	-4	-4	11	-2	3	1	-0.1	87
N#CC1=C(N)N2C(=C(C#N)C13CCN(Cc1ccccc1)CC3)Nc1ccccc12	13	-1.2	-8	2	0	2	0	-5	0.1	102
COc1ccc(OCc2nnc(SCC(=O)NCC3CCCO3)n2N)cc1 (centres undefined)	1	1.6	-18	6	2	5	0	0	0.0	101
Cc1[nH]c2ccccc2c1C(=O)C(=O)N1CCN(c2ccccc2)CC1	-3	0.0	-4	3	5	-4	-1	2	-0.2	100
SMILES	H9c2 protect	hiPSC survival	CaV13 ICDI inh	Vif imaging	PDI inh	m5-HT2A agonist	Granule exo inh	N-glyco inh	aDG glyco act	ABCB6 inh MLPCN
O=C(CC1SC(N2CCCC2)=NC1=O)Nc1ccc(C(=O)NCCOc2ccccc2F)cc1 (centres undefined)	2	1.7	-3	-13	14	-7	-1	-1	-0.1	101
Cc1ccc(C)c(CN2C(=O)COc3ccccc32)c1	2	2.0	-20	0	7	2	-6	0	0.1	97
CC1CCCCC1NC(=O)CCS(=O)(=O)c1ccc2c(c1)NC(=O)CS2 (centres undefined)	12	0.0	-3	2	17	-2	-6	0	-0.2	96
COc1ccc2[nH]c(=O)c(CN(Cc3ccc(C)cc3)Cc3nnnn3CC3CCCO3)cc2c1 (centres undefined)	42	5.6	-7	24	-2	-7	2	-1	0.0	104
COc1cc(C(=O)NNC(=O)c2cc(S(=O)(=O)N(C)C)ccc2N2CCCC2)cc(OC)c1OC	7	-0.3	-3	18	0	-6	4	2	0.1	91
COC(=O)c1ccc(CSc2nnc(N)s2)cc1	-3	-0.4	-7	-12	4	-2	0	1	0.4	115
CCOc1cc(CNCc2ccccn2)cc(Cl)c1OCC	-6	-0.1	-3	-2	1	4	-10	0	-0.1	105
C#CCOCCOCCOCCNc1nc(N2CCN(C(=O)[C@H](CCCN=C(N)N)n3cc(C(N)[C@@H](C)CC)nn3)CC2)nc(N2CCN(C(=O)[C@H](CCCCN)n3cc([C@@H](N)[C@H](C)CC)nn3)CC2)n1 (some centres undefined)	4	-5.5	-5	1	-1	2	-3	0	-0.3	95
CCN1C(=O)C(CC(=O)Nc2ccccc2)N(Cc2ccccn2)C1=S (centres undefined)	-2	0.8	-6	0	6	-5	1	-2	0.0	99
O=C(OCC(=O)N1CCCc2ccccc21)c1cccnc1Cl	6	-0.4	-4	3	-2	4	0	-1	0.2	98
N#CCSc1ccccc1NC(=O)COc1ccc(-c2nnco2)cc1	-3	0.1	-6	5	-2	-2	4	-3	-0.1	218
Cc1cc(C)c(C)c(S(=O)(=O)NC(C(=O)NCCc2ccco2)C(C)C)c1C (centres undefined)	-1	0.0	-5	-2	11	9	-1	0	0.1	88
CC1=C(C(=O)OCC2CCCO2)C(c2ccncc2)C2=C(CCCC2=O)N1 (centres undefined)	5	11	x	10	-2	0	0	0	0.2	129
COC(C/C=C/[C@H](O)COCc1ccccc1)OC	8	5.1	-8	5	3	0	1	0	-0.1	95
CCn1c(/C=C/c2cc(Br)ccc2O)nc2ccccc2c1=O	-13	-0.3	-5	14	-1	0	4	8	-0.1	105
CC(NS(=O)(=O)c1cc2c3c(c1)CCC(=O)N3CCC2)c1ccccc1 (centres undefined)	1	-0.3	-7	-2	-3	-6	3	0	0.3	101
Cc1onc(-c2ccccc2Cl)c1C(=O)N(Cc1ccc(N(C)C)cc1)C(C)C	4	2.6	-4	-1	5	1	26	-5	-0.1	97
COCCN1CC(CNC(=O)c2cc(COc3ccc(C)c(C)c3)on2)CC1=O (centres undefined)	-4	-0.4	-7	2	8	5	-2	0	-0.2	159
Cc1ccc(-n2ncc3c2CC(C)(C)CC3NC(=O)c2ccncc2)cc1 (centres undefined)	-5	0.2	-6	-3	-9	-6	-2	0	-0.2	96
CC(=O)N/C(=C\c1ccccc1)C(=O)OCC(=O)NC(=O)c1ccccc1	7	-0.1	-5	6	2	9	3	0	-0.2	89
CNc1ccccc1C(C)(C)c1cc(-c2ccc(F)cc2)no1	-10	-0.5	-5	6	-5	5	3	-8	0.5	92
CCC(C)Nc1cc(C)c(C#N)c2nc3ccccc3n12 (centres undefined)	-1	-1.0	-6	-6	-4	10	7	-1	0.0	101
CC(C)(C)NC(=O)C(C1CC1)n1c(=O)c(-c2ccccc2)nc2ccccc21 (centres undefined)	x	x	-10	x	x	5	7	x	-0.1	x
Cc1ccc(C2(c3ccccc3)NC(=O)N(CC(=O)N3CC(=O)Nc4ccccc43)C2=O)cc1C (centres undefined)	-4	0.7	-2	-5	-2	-10	4	-1	-0.2	94
Cc1coc2c1c(C)cc1oc(=O)c(CC(=O)NCC(=O)O)c(C)c12	1	0.4	-20	17	0	-2	-5	1	0.0	97
SMILES	H9c2 protect	hiPSC survival	CaV13 ICDI inh	Vif imaging	PDI inh	m5-HT2A agonist	Granule exo inh	N-glyco inh	aDG glyco act	ABCB6 inh MLPCN
CC(=O)Nc1ccc(NC(=O)CSC2=NS(=O)(=O)c3cc(F)ccc3N2)cc1	6	-0.2	-5	0	-8	0	-1	2	1.8	102
Cc1ccc(SCC(=O)NCCC2=CCCCC2)cc1	-8	2.5	-5	6	-6	-1	1	0	-0.2	80
COc1ccc(-c2oc3c(c2C#CC2(O)CCCCC2)C(OC)CCC3)cc1 (centres undefined)	x	-0.3	-9	x	x	-1	-3	x	0.1	100
O=C(NCCCN1CCc2ccccc2C1)C1CCN(c2nnc(-n3cccc3)s2)CC1	-4	-0.4	-4	-1	x	-1	-1	-2	0.3	96
O=C(Nc1cccnc1)Nc1ccccn1	-2	2.1	-5	5	0	5	-1	3	0.0	145
CCOCCCNC(=O)c1cc(Sc2nnc(C)s2)nc2ccccc12	7	-0.5	5	-1	2	3	1	-1	0.1	98
O=C(O)c1ccccc1NC(=S)NC(NC(=O)c1ccccc1[N+](=O)[O-])C(Cl)(Cl)Cl (centres undefined)	0	0.7	-4	2	0	2	-2	1	-0.2	94
CC(C)c1ccc(S(=O)(=O)/N=C2\C=C(NS(=O)(=O)c3ccccc3)C(=O)c3ccccc32)cc1	-13	1.8	-7	-2	6	2	15	3	0.3	99
OC1(c2ccc(OC(F)F)cc2)CSC(=Nc2cccnc2)N1C1CC1 (centres undefined)	-31	-3.1	-3	-51	10	7	0	-3	6.9*	102
O=C(CN1CCN(Cc2ccc(Cl)cc2)CC1)N/N=C/c1ccncc1	10	0.9	-6	-1	-3	3	0	0	-0.1	95
CCC1C(c2ccccc2)N(C)C(c2ccccc2)CC1(O)c1ccccc1 (centres undefined)	-12	-1.0	1	-6	-2	0	14	-7	0.3	100
C/C(=N/NS(=O)(=O)c1ccc(F)cc1)c1ccncc1	-6	-0.1	-3	0	6	4	5	3	-0.2	99
O=C(Nc1cc2c3c(c1)CC(=O)N3CCC2)c1ccc(Cl)cc1	33	-0.3	-7	4	-8	-4	11	7	0.3	104
O=C(NC(=S)N1CCCCC1c1cccnc1)c1ccc(Br)cc1 (centres undefined)	2	-0.3	-15	-6	5	7	0	0	0.1	101
O=C(NCC1CCCO1)c1cccc(S(=O)(=O)Nc2ccc(F)cc2)c1 (centres undefined)	-3	0.2	-2	-5	13	-1	3	2	1.2	91
COc1ccc(C(NC(=O)c2ccc(-c3ccccc3)cc2)c2ccccc2)cc1 (centres undefined)	10	-2.1	x	-12	-5	-5	-1	-5	-0.3	100
O=C(Nc1cccnc1)c1cc2c(s1)-c1ccccc1OC2	4	-0.8	-3	-8	1	-6	24	-2	0.1	97

Copied from the listing for reference:
SMILES	H9c2 protect	hiPSC survival	CaV13 ICDI inh	Vif imaging	PDI inh	m5-HT2A agonist	Granule exo inh	N-glyco inh	aDG glyco act	ABCB6 inh MLPCN
O=C(CN1CCN(Cc2ccc(Cl)cc2)CC1)N/N=C/c1ccncc1	10	0.9	-6	-1	-3	3	0	0	-0.1	95
CCC1C(c2ccccc2)N(C)C(c2ccccc2)CC1(O)c1ccccc1 (centres undefined)	-12	-1.0	1	-6	-2	0	14	-7	0.3	100
C/C(=N/NS(=O)(=O)c1ccc(F)cc1)c1ccncc1	-6	-0.1	-3	0	6	4	5	3	-0.2	99
